From PubChem
KDM5B inh: KDM5B demethylase inhibition. Q9UGL1. KDM5B demethylase, FDH-coupled NADH fluorescence (FDH is formaldehyde dehydrogenase). Potency, µM (series often up to 57.7 µM), inactives show at the highest dose activity change, negative = inhibition, actives largely listed as inhibitors. 220,000 compounds, 2.6% hits; active means well fitted inhibition curve with a large enough effect; inconclusive means small, poorly fitted or top-dose-only effect; inactive means no such curve, though single readings can be large or run the other way; further: 0% is about no effect; nearly all actives have a fitted effect of over 70% in size
Target sequence (Q9UGL1 whole entry, looked up): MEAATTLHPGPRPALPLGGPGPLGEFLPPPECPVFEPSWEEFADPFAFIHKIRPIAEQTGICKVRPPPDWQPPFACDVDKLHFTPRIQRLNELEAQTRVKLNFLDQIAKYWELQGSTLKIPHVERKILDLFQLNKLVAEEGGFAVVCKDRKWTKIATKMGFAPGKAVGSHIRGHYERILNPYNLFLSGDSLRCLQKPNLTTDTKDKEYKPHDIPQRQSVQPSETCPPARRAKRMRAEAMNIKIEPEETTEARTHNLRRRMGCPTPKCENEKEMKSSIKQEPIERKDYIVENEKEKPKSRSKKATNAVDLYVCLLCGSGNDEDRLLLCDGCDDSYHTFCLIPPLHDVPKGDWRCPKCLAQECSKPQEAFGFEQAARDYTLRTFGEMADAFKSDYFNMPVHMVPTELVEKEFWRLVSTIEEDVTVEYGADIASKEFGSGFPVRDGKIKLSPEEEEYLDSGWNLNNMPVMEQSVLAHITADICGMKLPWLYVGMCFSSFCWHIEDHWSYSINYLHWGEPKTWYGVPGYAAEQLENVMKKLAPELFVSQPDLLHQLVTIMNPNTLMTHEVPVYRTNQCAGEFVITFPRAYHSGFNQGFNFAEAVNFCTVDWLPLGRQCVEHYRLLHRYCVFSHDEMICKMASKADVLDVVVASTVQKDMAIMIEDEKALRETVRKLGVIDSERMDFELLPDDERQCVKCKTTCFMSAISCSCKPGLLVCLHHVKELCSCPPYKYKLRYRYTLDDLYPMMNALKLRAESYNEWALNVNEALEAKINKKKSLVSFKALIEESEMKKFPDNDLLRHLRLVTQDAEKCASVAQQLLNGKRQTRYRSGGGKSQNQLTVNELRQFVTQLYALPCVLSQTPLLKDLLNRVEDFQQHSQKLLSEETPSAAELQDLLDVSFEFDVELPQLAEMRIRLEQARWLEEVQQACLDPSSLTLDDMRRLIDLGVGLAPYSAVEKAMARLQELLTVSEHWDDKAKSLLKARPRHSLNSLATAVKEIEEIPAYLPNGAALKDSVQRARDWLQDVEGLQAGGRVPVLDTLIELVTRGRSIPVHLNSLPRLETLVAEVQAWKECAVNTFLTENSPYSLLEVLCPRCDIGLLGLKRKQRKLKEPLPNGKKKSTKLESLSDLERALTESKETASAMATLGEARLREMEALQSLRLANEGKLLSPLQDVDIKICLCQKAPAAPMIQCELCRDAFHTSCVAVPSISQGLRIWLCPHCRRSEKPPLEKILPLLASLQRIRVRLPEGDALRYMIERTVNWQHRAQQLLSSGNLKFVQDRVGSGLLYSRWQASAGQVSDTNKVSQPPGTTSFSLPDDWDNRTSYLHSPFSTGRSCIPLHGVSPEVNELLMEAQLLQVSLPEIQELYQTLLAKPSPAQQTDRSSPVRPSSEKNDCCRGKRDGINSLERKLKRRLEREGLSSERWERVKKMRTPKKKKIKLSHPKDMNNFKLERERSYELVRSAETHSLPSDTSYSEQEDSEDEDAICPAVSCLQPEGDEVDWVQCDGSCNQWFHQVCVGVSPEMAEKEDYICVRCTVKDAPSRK
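Measured: NADH fluorescence change, 30 min, RT. System: KDM5BΔAP 200 nM final, H3K4me3 peptide, α-KG, Fe(II), ascorbate, NAD⁺ plus FDH, pH 7.5 HEPES. Compounds: titrated, 10 min pre-incubation with enzyme.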
An asterisk follows results filed as active; [ ] = remark or other dose. Potency means the concentration at half of the fitted maximal effect.

CC(=O)c1c(-c2ccccc2)c2cc([N+](=O)[O-])ccc2[nH]c1=O was read as KDM5B inh 1.3%.
For O=C(Nc1ccc(F)cc1F)c1nc2ccccc2nc1N1CCCCC1 the results were KDM5B inh 5.9%.
Screening COCCOc1ccc(C(=O)N[C@@H]2CN(C(=O)Nc3ccc(F)cc3)CCC[C@H]2O)cc1 returned KDM5B inh 7.4%.
`COc1ccc(-c2cnc3[nH]cc(CC(=O)Nc4cccc(N(C)C)c4)c3c2)cc1` gave KDM5B inh inconclusive.
`CC1=NS(=O)(=O)N(C)C=C1C(=O)OCc1noc(-c2ccccc2Cl)n1` gave KDM5B inh 4.1%.
Screening CCCNC(=O)NCC(=O)N1CCCCCCNC(=O)CC1c1ccccc1 (configuration not stated) returned KDM5B inh 11.9%.
Screening COCC1CN(C(C)=O)CC12CCN(Cc1cc(Cl)ccc1F)CC2 (configuration not stated) returned KDM5B inh -13.7%.
CCCn1c(=N)n(CC(O)COc2ccccc2OC)c2ccccc21 (configuration not stated) was read as KDM5B inh -1.8%.
`CCc1ccc2oc(-c3cccc(NC(=O)C(C)(C)Oc4ccc(Br)cc4)c3)nc2c1` gave KDM5B inh inconclusive.
CC(=O)NC[C@H]1CCN(C(=O)c2ccc(C(F)(F)F)cc2)C[C@H]1N(C)C was read as KDM5B inh 28.0%.
`CCCOc1ccc(NC(=O)c2ccc(C)cc2)c2cccnc12` gave KDM5B inh -10.1%.
`CCCCc1cc(=O)oc2cc(OC(C)C(=O)NCCCO)ccc12` (configuration not stated) gave KDM5B inh inconclusive.
O=C(Nc1ccc(N2CCCC2)cc1)c1cc([N+](=O)[O-])ccc1N1CCOCC1 was read as KDM5B inh -9.7%.
Screening O=C(CSc1ccccc1)CSc1ccccc1 returned KDM5B inh -24.8%.
`O=c1n(-c2ccncc2)nc2n1CCN([S+](=O)([O-])c1cccc(C(F)(F)F)c1)C2` gave KDM5B inh 14.3%.
`COCC(=O)N1CCC(Oc2ccccc2C(=O)NCCc2ncccc2C)CC1` gave KDM5B inh 21.1%.
For CCCN(CC1CCOC1)C(=O)NCc1ccc(F)cc1 (configuration not stated) the results were KDM5B inh 13.4%.
Screening Cc1cn2nc(C(=O)Nc3cccc(F)c3C)cc2c(N2CCCC2)n1 returned KDM5B inh 25.1µM*.
CCCC(=O)N1c2ncnn2C2(CCCCC2)[C@@H]2CCCC[C@@H]21 was read as KDM5B inh -8.6%.
`O=S(=O)(c1ccc2oc3ccc(S(=O)(=O)N4CCOCC4)cc3c2c1)N1CCOCC1` gave KDM5B inh 5.3%.

Molecules from the list above that contain fluorine (7):
For O=C(Nc1ccc(F)cc1F)c1nc2ccccc2nc1N1CCCCC1 the results were KDM5B inh 5.9%.
Screening COCCOc1ccc(C(=O)N[C@@H]2CN(C(=O)Nc3ccc(F)cc3)CCC[C@H]2O)cc1 returned KDM5B inh 7.4%.
Screening COCC1CN(C(C)=O)CC12CCN(Cc1cc(Cl)ccc1F)CC2 (configuration not stated) returned KDM5B inh -13.7%.
CC(=O)NC[C@H]1CCN(C(=O)c2ccc(C(F)(F)F)cc2)C[C@H]1N(C)C was read as KDM5B inh 28.0%.
`O=c1n(-c2ccncc2)nc2n1CCN([S+](=O)([O-])c1cccc(C(F)(F)F)c1)C2` gave KDM5B inh 14.3%.
For CCCN(CC1CCOC1)C(=O)NCc1ccc(F)cc1 (configuration not stated) the results were KDM5B inh 13.4%.
Screening Cc1cn2nc(C(=O)Nc3cccc(F)c3C)cc2c(N2CCCC2)n1 returned KDM5B inh 25.1µM*.

Remaining list, next part:
`COc1ccc(NC(=O)c2cnn3c2NC(C(=O)O)=CC3/C=C/c2ccccc2)cc1Cl` (configuration not stated) gave KDM5B inh inconclusive.
O=C(OCc1cc(=O)oc2cc(O)ccc12)c1ccccc1F was read as KDM5B inh 2.3%.
For Cc1ccc(C)c(OCC(O)Cn2nc(C(N)=O)c3ccccc3c2=O)c1C (configuration not stated) the results were KDM5B inh 12.6%.
O=C(O)CCc1ccc(-c2ccccc2)n1NC(=O)c1ccc(Cl)cc1 was read as KDM5B inh 5.0%.
Screening Cc1nn(C)cc1C(=O)NCCn1c(C)cnc1C1CCC1 returned KDM5B inh 42.1%[activator].
O=C(CN1CCC(C(=O)c2ccc(F)cc2)CC1)NCc1ccccc1F was read as KDM5B inh 21.3%.
`CC1=C/C(=N\Nc2nncc3ccccc23)CC1` gave KDM5B inh -14.3%.
Screening CCOC(=O)/C(C#N)=N/Nc1ccccc1C(=O)O returned KDM5B inh 6.7%.
Screening COc1ccc(C2(C(=O)NCC34CCCC=C3NC(=O)CC4)CC2)cc1 (configuration not stated) returned KDM5B inh -19.6%.
`CC(C)(C)C(=O)N1CCC(c2nn(-c3ccccc3)c(=O)[nH]2)CC1` gave KDM5B inh -13.8%[86.2 µM].
`Cc1cc(C)c(NC(=O)CSc2nc3ccccc3nc2N2CCCCC2)c(C)c1` gave KDM5B inh -15.9%.
Screening CN(Cc1ccccc1)Cc1cccn1C returned KDM5B inh 12.0%[115 µM].
Screening O=C(c1cc[nH]c(=O)c1)N1C[C@@H](CO)[C@H](c2ccccn2)C1 returned KDM5B inh 22.4µM*.
`Cc1ccc(C2Cn3nnc(C(=O)N4CCN(C(=O)c5cccc(F)c5)CC4)c3CO2)cc1` (configuration not stated) gave KDM5B inh 30.1%.
`CN1CCC(C(=O)N2Cc3ccccc3CC3(CCN(Cc4ccccn4)CC3)C2)CC1` gave KDM5B inh 4.4%[115 µM].
For COCCNC(=O)CCn1c(=O)c2cc(OC)c(OC)cc2n(CC(=O)Nc2ccccc2OC)c1=O the results were KDM5B inh -8.2%.
For CN(Cc1ccccc1F)S(=O)(=O)c1cccc2nsnc12 the results were KDM5B inh -17.3%.
For CCOC(=O)CN(CCOC)C(=O)CCCc1ccccc1 the results were KDM5B inh 15.0%.
For Cc1c(C(=O)N2CCOCC2)oc2c1-c1nn(CC(=O)NCc3ccccc3)cc1CC2 the results were KDM5B inh inconclusive.
For CCc1ccc(C(=O)N2CCC3(CC2)N(CCOC)C(=O)CS3(=O)=O)cc1 the results were KDM5B inh 1.4%.
`Cc1ccc(-c2nnc([C@H]3CCN(Cc4ccc(CO)o4)C3)o2)cc1` gave KDM5B inh inconclusive.
For CCCNC(=O)N(C1CCOCC1)C1CCN(C(=O)c2ccccn2)CC1 the results were KDM5B inh -7.6%.
Screening CCOC(=O)NC(Nc1ccccc1)(C(=O)OCC)C(F)(F)F (configuration not stated) returned KDM5B inh 6.3%.
For CC(C)C(=O)Nc1nc2c(s1)CC(C(C)(C)C)CC2 (configuration not stated) the results were KDM5B inh -5.8%.
O=C(Nc1ccccc1)N[C@H]1CO[C@H]2[C@@H]1OC[C@H]2OC(=O)Nc1ccc(Oc2ccccc2)cc1 was read as KDM5B inh 12.5%.
`COc1cccc(OC)c1C(=O)Nc1nnc(C)s1` gave KDM5B inh inconclusive.
For COc1ccc(-n2c(=O)c3c(n2Cc2ccccc2)CN(Cc2nccn2C)CC3)cc1 the results were KDM5B inh -12.4%[86.2 µM].
For CC(OC(=O)c1ccc2c(c1)NC(=O)CS2)C(N)=O (configuration not stated) the results were KDM5B inh 7.4%.
Cc1cccn2c(=O)c(/C=C(\C#N)C(N)=O)c(N3CCN(c4ccccc4)CC3)nc12 was read as KDM5B inh inconclusive.
Screening CCCNc1c(NC(=O)c2ccc(Cl)cc2)c(=O)oc2ccccc12 returned KDM5B inh 12.1%.
Screening CN(C)S(=O)(=O)N(CC(=O)NCCSc1ccc(Cl)cc1)c1ccccc1 returned KDM5B inh -9.5%.
`COc1ccc(C2=CC(c3ccc(F)cc3)n3ncc(C(=O)Nc4ccc(C)cc4)c3N2)cc1` (configuration not stated) gave KDM5B inh -9.0%.
CCc1cccc(C)c1NC(=O)C1=C(C)C(=O)OC12CCC(C)CC2 (configuration not stated) was read as KDM5B inh 9.2%.
COc1ccccc1NC(=O)c1cc2ccc(O)cc2oc1=O was read as KDM5B inh -33.4%.
`Cc1ccc(NC(=O)c2cccc(C(=O)Nc3ccc(C)cc3C(=O)O)c2)c(C(=O)O)c1` gave KDM5B inh -21.9%.
COc1ccc(NC(=O)N2CCC(CO)(CC3CCCCO3)CC2)c(OC)c1 (configuration not stated) was read as KDM5B inh -20.6%.
Screening O=C1CC(c2noc(-c3cc(F)ccc3F)n2)CN1c1ccc(F)cc1 (configuration not stated) returned KDM5B inh 29.4%.
O=C(NCCc1ccc(Cl)cc1)Nc1ccc(Cl)cc1F was read as KDM5B inh 10.9%.
COc1ccc(S(=O)(=O)N(CC(=O)Nc2ccc3c(c2)OCO3)c2ccc(C)cc2)cc1 was read as KDM5B inh -21.0%.
`CCOP(=O)(OCC)c1nc(-c2ccco2)oc1NCc1ccc(F)cc1` gave KDM5B inh inconclusive.
For Cc1ccc(-c2nc3cccc(C)n3c2Nc2ccc3c(c2)OCCO3)cc1 the results were KDM5B inh inconclusive.
`Cc1cccc(C(=O)Nc2c(NC3CCCCC3)c3ccccc3oc2=O)c1` gave KDM5B inh 12.1%.
Screening Cc1csc(SC(C(=O)NC2CC2)c2ccc(F)cc2)n1 (configuration not stated) returned KDM5B inh 19.3%.
Screening O=C(Oc1ccc2c(-c3cc4cc(Br)ccc4oc3=O)cc(=O)oc2c1)N1CCOCC1 returned KDM5B inh 8.1%.
For CC1CCC(C(C)C)C(OC(=O)COC(=O)CCC(=O)c2cccs2)C1 (configuration not stated) the results were KDM5B inh -11.8%.
Screening CC(C)(C)c1ccc(C(=O)N2CCC(c3n[nH]c(=O)n3-c3ccccc3)CC2)cc1 returned KDM5B inh 25.5%.
`CCN1CCc2c(sc(NC(=O)Nc3ccc(Cl)c(Cl)c3)c2C(N)=O)C1` gave KDM5B inh inconclusive.
`COc1ccc2c(CNCCc3ccccc3)c(C(=O)O)n(Cc3cccc(F)c3)c2c1` gave KDM5B inh inconclusive.
CCCc1nn2c(=O)cc(COC(=O)c3cccc(NC(=O)c4ccc(OCC)cc4)c3)nc2s1 was read as KDM5B inh 5.2%.
Screening NC(=O)c1cccc(CN2CCCC23Cc2ccccc2NC3=O)c1 (configuration not stated) returned KDM5B inh -25.0%[149 µM].
`Cc1nn(CC(=O)Nc2ccc(N3CCCCC3)cc2)c(=O)c2ccccc12` gave KDM5B inh 18.1%.
For O=C(NCC(c1cccs1)N1CCCCCC1)c1cc(=O)c2ccc(Br)cc2o1 (configuration not stated) the results were KDM5B inh 9.4%.
Screening COc1ccc(C(=O)N2CCC(Cc3nc(-c4cccnc4)n[nH]3)C2)cc1F (configuration not stated) returned KDM5B inh 5.5%.
Screening CC(C)(C)NC(=O)CSc1nc2c(c(C(F)(F)F)c1C#N)CCCC2 returned KDM5B inh -9.0%.
For CCC(CO)NC(=O)c1nc(Cc2c[nH]c3ccccc23)no1 (configuration not stated) the results were KDM5B inh 15.3%.
Screening O=C1CC(C(=O)O)C2(CCN(c3ncc(C(=O)O)cc3Cl)CC2)N1 (configuration not stated) returned KDM5B inh 22.7%.
`N#C/C(=C\c1cc(Br)c(O)c(Br)c1)c1nc2ccccc2[nH]1` gave KDM5B inh -17.2%.
For CCN(Cc1ccccc1)Cc1c(O)ccc2oc(C)c(C(=O)Nc3ccccc3C)c12 the results were KDM5B inh inconclusive.
O=C(Nc1ccc(F)cc1)C1=C(N2CCOCC2)c2ccccc2S1(=O)=O was read as KDM5B inh -9.3%.
For Cc1ccc(C(=O)Nc2ccc(C(C)C)cc2)c(Cl)c1 the results were KDM5B inh 4.5%.

Ordered by number of heavy atoms (rising): five of the compounds above.
`N#C/C(=C\c1cc(Br)c(O)c(Br)c1)c1nc2ccccc2[nH]1` gave KDM5B inh -17.2%.
For CCC(CO)NC(=O)c1nc(Cc2c[nH]c3ccccc23)no1 (configuration not stated) the results were KDM5B inh 15.3%.
For CC1CCC(C(C)C)C(OC(=O)COC(=O)CCC(=O)c2cccs2)C1 (configuration not stated) the results were KDM5B inh -11.8%.
`Cc1cccc(C(=O)Nc2c(NC3CCCCC3)c3ccccc3oc2=O)c1` gave KDM5B inh 12.1%.
For O=C(NCC(c1cccs1)N1CCCCCC1)c1cc(=O)c2ccc(Br)cc2o1 (configuration not stated) the results were KDM5B inh 9.4%.

Continuation.
C[C@@H]1CN(C(=O)Cn2c3c(c(=O)n2Cc2ccccc2)CCN(Cc2ccccc2)C3)C[C@H](C)O1 was read as KDM5B inh inconclusive.
For CSCc1noc(CNC(=O)c2cn(CCN)nn2)n1 the results were KDM5B inh -10.8%.
COc1cc(-c2nc3c(c(=O)[nH]c(=O)n3Cc3ccccc3)n2C)ccc1OCc1ccccc1 was read as KDM5B inh -8.0%.
Screening Cc1ccc(Cn2c(C)c(CNC(C)c3ccccc3)c(C(=O)O)c2C)cc1 (configuration not stated) returned KDM5B inh -5.3%.
Screening CCOc1ccc(-c2nc(S(=O)(=O)c3ccccc3)c(N3CCC(C(N)=O)CC3)o2)cc1 returned KDM5B inh inconclusive.
`CC(C)NC(=O)/C=C/c1ccc(Br)cc1` gave KDM5B inh -6.0%.
For O=C(CSc1nc2ccccc2s1)NCCc1ccc(F)cc1 the results were KDM5B inh 18.0%.
Cc1ccc(N2CC(=O)N(NC(=O)CN3CCN(c4ccccc4)CC3)CC2=O)cc1 was read as KDM5B inh 13.0%.
For CCN(Cc1cnn(CC)c1)C(=O)CN1CC2CC(C1)[C@H]1CCCC(=O)N1C2 (some centres not stated) the results were KDM5B inh 15.7%.
`COc1ccc(CC(=O)N2CC3CC(C2)[C@H]2CCCC(=O)N2C3)cc1Cl` (some centres not stated) gave KDM5B inh 12.7%.
Screening CCCCN(Cc1ccccc1)C(=O)c1oc(=O)c2ccccc2c1-c1ccc(C)cc1 returned KDM5B inh -34.0%.
Screening CCCCn1cc(S(=O)(=O)c2ccc(CC)cc2)c(=O)c2cc(F)c(N3CCOCC3)cc21 returned KDM5B inh -19.3%.

Not all compounds are listed. The share of hits here may be higher or lower than overall.
